D1 potentiator: Potentiators of Human D1 Dopamine Receptor: qHTS. 360,000 tested, 0.036% active. D(1A) dopamine receptor (Homo sapiens), P21728. HEK293 TREx D1 cells, calcium flux, dopamine EC20 potentiation. AID 504651, 2011. potentiation, % at 10 µM; in the data active = potentiation above about 30%; also: 0% is about no effect
Target sequence (P21728 whole entry, looked up): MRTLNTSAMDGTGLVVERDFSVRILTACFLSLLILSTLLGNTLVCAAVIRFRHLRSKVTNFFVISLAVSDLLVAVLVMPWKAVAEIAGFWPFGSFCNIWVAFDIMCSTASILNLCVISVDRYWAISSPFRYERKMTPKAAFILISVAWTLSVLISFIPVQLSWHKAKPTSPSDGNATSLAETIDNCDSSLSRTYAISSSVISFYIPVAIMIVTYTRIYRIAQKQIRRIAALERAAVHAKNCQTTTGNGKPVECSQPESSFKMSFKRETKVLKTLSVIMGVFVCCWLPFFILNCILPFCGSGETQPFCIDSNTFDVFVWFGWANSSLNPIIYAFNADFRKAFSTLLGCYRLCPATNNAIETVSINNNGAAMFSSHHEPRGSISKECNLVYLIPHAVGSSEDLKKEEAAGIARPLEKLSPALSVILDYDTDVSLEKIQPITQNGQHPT
Vif-A3G inh: qHTS for Inhibitors of Vif-A3G Interactions: qHTS; AID 602310, 2012; 410,000 tested, 0.076% active; HeLa A3G-eYFP + Vif (tagged APOBEC3G with the HIV-1 protein that degrades it), YFP fluorescence, overnight; Potency, µM (top dose mostly 46.1 µM), inactives show top-dose activity, negative = active, most hits filed as inhibitors; DNA dC->dU-editing enzyme APOBEC-3G (Homo sapiens), Q9HC16;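 also: potency is read from the fitted curve at half-maximal effect; % is scaled to controls: 0 for no effect and ±100 for the full control effect; nearly all actives have a fitted effect of over 60% in size; hits raise eYFP signal because A3G escapes Vif-driven loss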
Target sequence (Q9HC16 whole entry, looked up): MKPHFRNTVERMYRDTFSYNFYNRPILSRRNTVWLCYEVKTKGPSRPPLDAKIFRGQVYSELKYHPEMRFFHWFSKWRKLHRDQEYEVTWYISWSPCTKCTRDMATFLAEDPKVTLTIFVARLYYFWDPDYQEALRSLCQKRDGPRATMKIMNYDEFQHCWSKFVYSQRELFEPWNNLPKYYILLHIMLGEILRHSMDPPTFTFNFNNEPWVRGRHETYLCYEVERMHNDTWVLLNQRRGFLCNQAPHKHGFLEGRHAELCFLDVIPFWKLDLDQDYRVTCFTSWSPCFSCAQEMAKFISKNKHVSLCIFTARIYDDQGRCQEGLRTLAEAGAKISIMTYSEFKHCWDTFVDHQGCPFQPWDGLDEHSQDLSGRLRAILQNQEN
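HeLa cells stably expressing Vif and C-terminally eYFP-tagged A3G, seeded overnight at 37 deg C, then exposed to compound by pintool overnight at 37 deg C. Rise in yellow fluorescence (Ex 488/Em 500-530, Acumen) marks blocked Vif-driven A3G degradation.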
D2 PAM: HTS Assay for Positive Allosteric Modulators of the Human D2 Dopamine Receptor: Primary Screen for Potentiators; D(2) dopamine receptor (Homo sapiens), P14416; HEK293 T-REx D2, calcium flux, EC20 dopamine potentiation; potentiation, % at 10 µM; 340,000 tested, 0.34% active;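 active = potentiation over 3 SD above the plate norm, cut at about 30% in these data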; also: 0% is about no effect
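Potentiation of an EC20 dopamine calcium response is measured in a force-coupled, tetracycline-inducible Hek293 Trex D2 line. Compound-only kinetic reads over 180 s flag agonists before dopamine addition.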
RXFP1 ag: qHTS Assay for Agonists of the Relaxin Receptor RXFP1. HEK293T-RXFP1 cAMP TR-FRET, 30 min; response scale: percent of porcine relaxin response, buffer zero. 370,000 tested, 0.3% active. Potency, µM (top dose mostly 57.5 µM), inactives show at the top dose activation, usual class: activators. Relaxin receptor 1 (Homo sapiens), Q9HBX9. AID 2676, 2010; also: potency is read from the fitted curve at half-maximal effect; % is scaled to controls: 0 for no effect and ±100 for the full control effect; nearly all actives have a fitted effect of over 60% in size; many of its hits are not listed in these tables
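cAMP rise read by TR-FRET after 30 min, 37C compound exposure (up to 58 uM) in RXFP1-transfected HEK293 cells with Ro 20174 present. EC50 from Hill-equation fits, with 29 nM porcine relaxin as 100% and buffer as basal.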
Glioma ERSR ind: qHTS for Inducers of the Endoplasmic Reticulum Stress Response (ERSR) in Human Glioma: qHTS. 420,000 tested, 0.02% active. U87-MG GRP78 promoter luciferase reporter, 16 h. Potency, µM, inactives show at the highest dose activation, most hits filed as activators; also: potency is read from the fitted curve at half-maximal effect; series mostly up to about 76 µM; % of control where 0% means no effect; nearly all actives have a fitted effect of over 35% in size
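Stably transfected U87-MG glioma cells carrying a GRP78-based luciferase sensor; 16 h compound incubation. Luminescence end-point read 10 min after Bright-Glo addition at room temperature.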
Vif-A3F inh: qHTS for Inhibitors of Vif-A3F Interactions: qHTS; HeLa A3F-eYFP + Vif (tagged APOBEC3F with the HIV-1 protein that degrades it), YFP fluorescence increase; Potency, µM (series often up to 46.1 µM), without a hit: at the top dose activity, negative = active; 390,000 tested, 0.2% active; AID 602313, 2012; also: potency is read from the fitted curve at half-maximal effect; % of control where 0% means no effect; nearly all actives have a fitted effect of over 65% in size
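HeLa cells stably expressing Vif plus C-terminally eYFP-tagged A3F were seeded, incubated overnight at 37 deg C, dosed with compound, incubated overnight again at 37 deg C. Yellow fluorescence (Ex 488/Em 500-530) reported blocked Vif-mediated A3F-eYFP degradation.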
D1 antagonist: Antagonist of Human D 1 Dopamine Receptor: qHTS. D(1A) dopamine receptor (Homo sapiens), P21728. HEK293 TREx D1 cells, calcium flux, dopamine EC80; active compounds read low. activity change, negative = inhibition, % at 10 µM. 360,000 tested, 3.2% active. AID 504652, 2011; in the data active = activity change below about -30%; also: % is scaled to controls: 0 for no effect and ±100 for the full control effect
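Allosteric or orthosteric antagonism assessed as attenuation of the calcium response to EC80 dopamine, added 180 s after compound, in induced HEK293 Trex D1 cells loaded with no-wash calcium dye.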
LDHA inh: qHTS assay for inhibitors of human lactate dehydrogenase; purified LDHA, NADH/diaphorase-resazurin fluorescence; active compounds read low; activity change, % (values are at about 110 or 230 µM); 480,000 tested, 0.15% active; in the data active = activity change below about -30%; inconclusive = mostly about -25% to -30%;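 also: plate controls were DMSO wells for no effect and wells without enzyme for full effect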
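Human LDH5 (2 nM) was incubated with 0.06 mM NADH and 0.2 mM pyruvate for 5 min at room temperature in Tris pH 7.4. Remaining NADH was coupled through diaphorase/resazurin, and resorufin fluorescence was read at 0 and 20 min.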
D1 agonist: Allosteric Agonists of the Human D1 Dopamine Receptor: qHTS; HEK293 T-REx D1 cells, calcium flux, agonist mode; AID 504660, 2011; 360,000 tested, 1% active; activation, % at 2 µM; in the data active = activation above about 30%; also: 0% is about no effect
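Inducible HEK293 T-REx D1 cells, force-coupled to calcium signalling, were plated at 4000 cells/well with tetracycline and held overnight at 30 C. After no-wash calcium dye loading, compound-evoked calcium rise over 180 s flagged agonists.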
* = called active by the depositor; ? = inconclusive; . = not tested or not shown; & = joins results of further samples. Unless noted, calls follow the shape of the dose curve; as a rule, active = well fitted curve in the direction sought with a large enough effect; inconclusive = small, poorly fitted or top-dose-only effect, or another doubt; inactive = no such curve, though single readings can be large; an effect the other way counts as inactive or inconclusive.

structure,D1 potentiator,Vif-A3G inh,D2 PAM,RXFP1 ag,Glioma ERSR ind,Vif-A3F inh,D1 antagonist,LDHA inh,D1 agonist
Cc1onc(-c2c(F)cccc2Cl)c1C(=O)NNC(=O)C1CCN(Cc2cccc(F)c2)CC1,3,-2%,15,-1.4%,-5%,-3%,3,-5,2
COc1ccc(C(=O)Nc2ccc(C(=O)OCC(=O)c3ccccc3)cc2)cc1,-1,1%,-5,14%,6%,-3%,-1,1,1
CCOC(=O)c1[nH]c(C)c(C(=O)N2CCCC(Nc3ccc(C)c(C)c3)C2)c1C (configuration not stated),-6,0%,-1,-0.5%,0%,-2%,5,1,4
CC(CC(=O)C1C(C)C=CCC1(C)C)NNC(N)=O (configuration not stated),-7,2%,-7,-2.0%,0%,-5%,-9,-7,2
COc1cccc(CC(NC(C)=O)C(=O)NC2CCN(c3nnnn3-c3ccccc3)CC2)c1 (configuration not stated),-10,0%,-7,2.6%,-3%,0%,-5,3,0
OCCNc1nc(Cl)nc(NCc2ccco2)n1,6,-1%,17,3.0%,-7%,11%,-4,-3,1
Fc1ccc(Oc2ccnc(Cl)n2)c(Cl)c1,.,-12%,.,.,9%,-5%,.,-6,.
O=C(Nc1cccc(O)c1)c1ccc(S(=O)(=O)N2CCCCCC2)cc1,0,1%,-2,-4.3%,13%,1%,-8,-1,0
CCC1CCCCN1C(=O)CSc1nnc(-c2ccc(OC)cc2)o1 (configuration not stated),0,2%,9,1.0%,2%,2%,3,1,3
O=C1CCN(CCc2ccccc2)CCN1[C@H](COc1ccccc1)Cc1ccccc1,-9,-6%&-3%,-7,0.3%,7%&-2%,-3%,0,3,5
O=C(Nc1cccc(Cl)c1)NC1(C(=O)NCc2cccs2)CCCCC1,-2,-1%,-7,0.6%,-4%,-8%,1,-13,4
CC(C)CC1Nc2ncnc(N3CCOCC3)c2N(Cc2ccc(Cl)cc2)C1=O (configuration not stated),.,-7%&-5%,.,.,-1%&-3%,0%,.,2&-3,.
CCOc1ccc(CN(C)CC(=O)NCc2ccc(F)cc2)cc1,11,-16%,-1,-1.9%,-1%,-5%,1,-8,3
COc1ccc(C/C(N)=N/OC(=O)Cc2ccccc2)cc1,1,1%,18,-3.2%,-7%,-3%,29,-2,7
COCCCn1c(=O)c2sccc2n2c(CCCC(=O)N(C)Cc3ccco3)nnc12,-1,1%,3,29%,-5%,2%,-4,-5,-3
CCc1cc2c(nc1CC)CCN(CC/C(C)=N/O[C@@H](C)c1cc(-c3c(C)cc(C)cc3C)no1)C2,-4,.,.,-0.4%,-4%,.,12,.,2
COc1ccc(N(Cc2cccs2)C(=O)Nc2ccccc2)cc1,-2,-4%,-17,-1.6%,-1%,-4%,0,0,1
COc1ccc(Nc2nc3c(S(=O)(=O)c4ccccc4)nnn3c3ccc(Cl)cc23)cc1OC,-3,9%,.,-0.1%,-4%,0%,-9,-8,6
O=C1C2ON(c3ccc(Br)cc3)C(c3cccnc3)C2C(=O)N1C1CCCCC1 (configuration not stated),1,-6%,-2,-0.3%,-3%,2%,6,-3,0
COc1ccc2c(c1)CCC/C2=N\Nc1nc(C(=O)NN)cs1,-5,-7%,-18,-0.2%,13%,3%,-2,3,1
COC(=O)Cn1c(=O)c2c(nc(Br)n2Cc2ccccc2Cl)n(C)c1=O,13,1%,-1,2.8%,-1%,-4%,-3,2,1
Cc1ccc(Cl)cc1NCc1nnc2n1CCCCC2,-2,-1%,13,-0.1%,-2%,10%,0,-1,0
CC1=NN(c2ccc(C(=O)O)cc2)C(=O)/C1=C\c1ccc(OC(=O)c2cccs2)cc1,-6,-5%,4,-3.7%,3%,?,-19,14,-2
Cc1noc(C)c1CCC(=O)O,0,-12%,8,4.1%,-3%,2%,13,-6,3
CC1CCN(CCCNC(=O)Cn2ncc3c([nH]c4ccccc43)c2=O)CC1,4,-3%,8,0.3%,-1%,-1%,-18,-1,1
O=C(c1cn(Cc2ccccc2)nc1-c1ccc(Cl)cc1)N1CCN(c2ccccn2)CC1,2,-8%,-6,-0.5%,-2%,5%,-7,2,4
O=S(=O)(NCCC1=CCCCC1)c1ccc(OC(F)(F)F)cc1,-3,-7%,-4,-1.5%,-5%,-12%,-1,3,2
COCCCNCCCCOc1c(Cl)cc(C)cc1Br,-11,0%,-19,-0.3%,-1%,-2%,8,-23,7
Cc1cc(NC(=O)CCS(=O)(=O)c2cc3c4c(c2)CCN4C(=O)CC3)ccc1Br,-6,-1%,-7,2.0%,-2%,1%,-26,2,3
COc1ccccc1-c1nn(CCC(=O)Nc2ccccc2)c2nc(C)cc(C)c12,0,-6%,-17,-0.9%,1%,6%,5,3,2

Exported as labelled records: entries from further up.
> COCCCNCCCCOc1c(Cl)cc(C)cc1Br
  D1 potentiator: -11 | Vif-A3G inh: 0% | D2 PAM: -19 | RXFP1 ag: -0.3% | Glioma ERSR ind: -1% | Vif-A3F inh: -2% | D1 antagonist: 8 | LDHA inh: -23 | D1 agonist: 7

> Cc1cc(NC(=O)CCS(=O)(=O)c2cc3c4c(c2)CCN4C(=O)CC3)ccc1Br
  D1 potentiator: -6 | Vif-A3G inh: -1% | D2 PAM: -7 | RXFP1 ag: 2.0% | Glioma ERSR ind: -2% | Vif-A3F inh: 1% | D1 antagonist: -26 | LDHA inh: 2 | D1 agonist: 3

(next part)
structure,D1 potentiator,Vif-A3G inh,D2 PAM,RXFP1 ag,Glioma ERSR ind,Vif-A3F inh,D1 antagonist,LDHA inh,D1 agonist
C=C(C)C1CC=C(C)/C(=N/NC(=O)C2CC2c2ccccc2)C1 (configuration not stated),-5,0%,11,-1.0%,-2%,5%,17,-10,0
CN(CC(=O)Nc1ccccc1Cl)C(=O)CSc1nnc(-c2ccco2)n1C,-1,-2%,-4,1.7%,-3%,-1%,-7,0,7
CCOc1cc(C#N)c(NC(=O)c2ccnn2C)cc1OCC,-3,0%,-8,7.3%,-4%,-10%,-25,-2,2
O=C(CC1CS(=O)(=O)CC1CC(=O)Oc1ccccc1F)Oc1ccccc1F (configuration not stated),-1,3%,-7,0.3%,-1%,2%,2,-2,6
Cc1ccc(OCC(=O)Nn2c(C)nc3ccccc3c2=O)c(C(C)C)c1,5,-1%,12,4.1%,-4%,-3%,-22,-10,35*
CN[C@H]1CCc2cc(OC)c(OC)c(OC)c2-c2ccc(OC)c(=O)cc21,.,-52%,.,.,-4%,4%,.,-2,.
Cc1cc(NC(=O)CN2CCC(C)CC2)nc2c1c(=O)oc1ccccc12,-2,1%,2,-0.1%,-1%,-5%,-2,-3,2
Cc1cc(NC(=O)CSc2nnc(C3CC3)n2Cc2ccccc2)no1,-5,1%,0,-1.2%,-4%,-7%,0,1,0
CCc1cccc(CC)c1N1C(=O)CC(Sc2ccccc2N)C1=O (configuration not stated),.,-7%,.,.,2%,-3%,.,-3,.
CCOC(=O)C1CCN(c2c(NCc3ccc(C(=O)N(C)Cc4ccccc4)cc3)c(=O)c2=O)CC1,-3,-6%,2,4.2%,-1%,-2%,1,3,2
Cc1[nH]nc2c1C(c1c[nH]c3ccccc13)C(C#N)=C(N)O2 (configuration not stated),-5,-5%,-4,4.8%,3%,-7%,-4,-6,5
O=C(C1=C[C@@H](c2coc3ccccc3c2=O)C[C@@H](OCCCCO)O1)N1CCOCC1,-2,0%,13,-6.3%,-1%,4%,-11,-2,12
c1ccc2c(c1)ccc1nnc(SCc3ccc4c(c3)OCCO4)n12,1,0%,-1,-0.3%,-1%,2%,2,0,2
NC(=O)Cn1c2[n+](c3ccccc31)CC(O)CS2 (configuration not stated),-3,0%,-1,-0.5%,1%,-10%,9,-3,2
Cc1c(C(=O)O)oc2c1-c1nn(Cc3ccccc3Cl)cc1CC2,1,.,0,0.6%,.,.,15,22,4
COc1ccc(-n2c(=O)[nH]cc(C(=O)Nc3ccc4c(c3)OCO4)c2=O)cc1OC,1,-1%,4,-1.4%,-5%,-15%,-7,4,2
O=C(NCc1ccc2c(c1)OCO2)c1ccc(Cl)s1,1,-6%,-17,-3.9%,2%,-6%,-25,-7,5
Cc1ccc(NC(=O)Cn2c(=O)c(CNc3ccccc3)cc3cc4c(cc32)OCCO4)cc1,3,0%,-9,4.4%,-4%,-11%,5,15,4
CN1N=C(C(=O)N2CCc3c([nH]c4ccccc34)C2c2ccccc2Cl)CCC1=O (configuration not stated),0,0%,13,-4.1%,5%,-14%,-6,-1,1
COc1ccc(NC(=O)COC(=O)CC23CC4CC(CC(C4)C2)C3)c([N+](=O)[O-])c1,-6,0%,7,2.4%,-2%,0%,10,-1,-1
C=CCN1C(=O)c2ccc(C(=O)NCC(=O)Nc3c(C)cc(C)cc3C)cc2C1=O,-5,4%,-3,0.8%,-4%,-12%,-19,1,0
Cc1cc(C)c(OCC(=O)N/N=C/c2ccc3c(c2)OCO3)c(C)c1,-6,?,2,1.5%,-1%,12%,-22,2,3
Cc1cc(/C=C2/C(=N)N3C(=NC2=O)SN=C3S(C)(=O)=O)c(C)n1-c1ccccc1,-7,-1%,-1,-0.6%,3%,-3%,11,-8,9
COC(=O)CC1Oc2ccccc2-n2cc(-c3ccc(Cl)cc3)nc21 (configuration not stated),-6,4%,-6,-1.5%,6%,-4%,2,-3,2
O=C(Cn1c(=O)n(-c2ccc(F)cc2)c(=O)c2sc3ccccc3c21)NC1CCCCC1,1,3%,8,14%,0%,0%,3,-7,0

Compound activity from PubChem.

Only part of the results is shown; rates above refer to the full screens.
